Screening data as filed in PubChem.
DT40 TDP1 no CPT – qHTS for Inhibitors of human tyrosyl-DNA phosphodiesterase 1 (TDP1): qHTS in cells in absence of CPT. actives 15% (n = 420,000). Potency, µM (highest dose often 46.2 µM), for inactives: at the highest dose activity change, negative = growth inhibition, usual class: inhibitors. DT40 Tdp1-/- hTDP1 cells, no CPT, ATP luminescence, 48 h; active = well fitted inhibition curve with a large enough effect; inconclusive = small, poorly fitted or top-dose-only effect; also: nearly all actives have a fitted effect of over 55% in size
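A cellular qHTS used chicken DT40 cells lacking endogenous Tdp1 but carrying stably transfected human TDP1. Compounds were applied without camptothecin, and cell growth kinetics were judged by ATP-dependent luminescence after ≥48 hr.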
* = called active by the depositor; ? = inconclusive. % is scaled to controls: 0 for no effect and ±100 for the full control effect; potency is read from the fitted curve at half-maximal effect.

SMILES	DT40 TDP1 no CPT
CCCCN(CCC#N)c1ccc(/C=C/c2ccnc3ccccc23)cc1	10µM*
Cc1c(C(=O)NCc2cccc(C(F)(F)F)c2)sc(=O)n1Cc1ccc(S(=O)(=O)N(C)C)cc1	?
Cc1oc(-c2ccccc2NC(=O)C2CCC2)nc1CNC(=O)c1ccc(C#CC(C)(C)O)cc1	-9%
Cn1ccc2c(-c3ccc(C(=O)O)cc3)cc3c(c21)C1CCC3O1 (centres undefined)	-14%
COc1cc(CNC(=O)c2cc(-c3cc(Cl)ccc3C)n[nH]2)cc(OC)c1	?
CCC(=O)N[C@@H]1C=C[C@@H](CC(=O)NCc2ccccc2F)O[C@@H]1CO	-1%
CN(Cc1cccc(C(F)(F)F)c1)C(=O)[C@H]1O[C@@H](n2ccc(N)nc2=O)[C@H](O)[C@@H]1O	18%
O=C(c1ccccc1)N1CCN(C(=O)c2ccncc2)CC1	-5%
COc1ccccc1Cc1c(-c2ccco2)nc2ccc(C)cn12	8.2µM*
CCCCCC(=O)N1C[C@@H](O)[C@H](n2cc(COC(=O)c3ccccc3)nn2)C[C@@H]1c1ccc(Cl)cc1	-22%
Cc1nc2ccc(C(=O)N3CCc4c(cnc(C)c4CNC(=O)/C=C/c4cccs4)C3)cc2nc1C	-17%
CC(=O)Nc1cccc(-c2ccnc3c2CC(C(=O)NCc2ccc(N(C)C)cc2)O3)c1 (centres undefined)	18µM*
CCOC(=O)c1oc2c(CN3CCN(C)CC3)c(O)c(CC)cc2c(=O)c1-c1nc2ccccc2s1	3%
CCCCCCn1cc(CN2CC(N3CCCCC3)CS2(=O)=O)nn1 (centres undefined)	-19%
CC(C)(C)c1ccc(C(=O)N2CCC2(C)C(=O)NCC(F)(F)F)cc1 (centres undefined)	?
C#CC1(N2CCCCC2)CCCCC1	-14%
C[C@@H](NC(=O)[C@@H]1CCCN1C(=O)[C@@H]1CCCN1C(=O)c1cccc(Cl)c1)c1ccccc1	-17%
CC(=O)N[C@H]1[C@H]([C@H](O)[C@H](O)CO)O[C@](O)(C(=O)O)C[C@@H]1O	9%
O=C1CC(c2ccccc2)Cc2[nH]c(=O)c(C(=O)O)cc21 (centres undefined)	-16%
CCNC(=O)C1(C)CCN(C(=O)c2ccc(OC)cc2OC)C1 (centres undefined)	-4%

Reprinted at random: 2 entries already listed, in no set order.
SMILES	DT40 TDP1 no CPT
CC(=O)Nc1cccc(-c2ccnc3c2CC(C(=O)NCc2ccc(N(C)C)cc2)O3)c1 (centres undefined)	18µM*
COc1ccccc1Cc1c(-c2ccco2)nc2ccc(C)cn12	8.2µM*

Additional results follow:
SMILES	DT40 TDP1 no CPT
Cc1ccc(C(NC(=O)C2CCN(CCOc3ccccc3)CC2)c2ccccn2)cc1 (centres undefined)	?
Cc1ccc(S(=O)c2ccc([N+](=O)[O-])c3nonc23)cc1 (centres undefined)	3.3µM*
COc1ccc(-c2nc(CSCC(=O)N3CCN(C4CCCCC4)CC3)c(C)o2)cc1OC	-29%
CC(C)C(C(=O)Nc1ccccc1F)N1C(=O)c2ccccc2C1=O (centres undefined)	0%
OC[C@H]1O[C@@H](c2nc(-c3ccc(Br)cc3)no2)C[C@@H]1O	?
COCCNc1nc2cc(-c3cccc(C(F)(F)F)c3)sc2c(=O)n1C	-22%
C[C@H](c1ccccc1)N1C[C@H](COCc2ccccc2)Oc2cc(N3CC[C@H](N(C)C)C3)ccc2S1(=O)=O	?
CC(C)(C)N1C(=O)c2ccccc2NC(=O)C1C(=O)Nc1ccc(N2CCOCC2)cc1 (centres undefined)	6%
Cc1csc(N2CCCC2c2nc3cc(C(F)(F)F)ccc3n2CCOCCO)n1 (centres undefined)	?
Cc1cc2c(cc1C)N[C@]1(C[C@H]3CCCC(=O)N4CC[C@@H](C1)[C@@H]34)C(=Nc1ccccc1C)N2	?
O=C(Cc1ccc(Cl)cc1)NCC(=O)N1CCC2(CC1)NCCc1[nH]cnc12	-2%
CC(C)C[C@H]1CNC(=S)N1C[C@H]1CCCN1C[C@H](Cc1ccc(O)cc1)N1C[C@H](Cc2ccccc2)N(CC2CCCCC2)C1=S	18µM*
Nc1sc(-c2ccccc2)cc1C(=O)NCCc1c[nH]c2ccccc12	15µM*
COCC#Cc1ccc2c(c1)O[C@@H](CN(C)C(=O)Nc1ccc(OC)cc1)[C@H](C)CN([C@H](C)CO)S2(=O)=O	-3%
COc1ccc(CN2[C@@H](CC(C)=O)c3ccc(/C=C/C(C)=O)cc3S2(=O)=O)cc1	9.2µM*
Cc1cc(O)c(N=Cc2cc3c(cc2[N+](=O)[O-])OCO3)cc1C	21µM*
COC(=O)C1(C(=O)OC)Cc2ccccc2N(S(=O)(=O)c2ccc(C)cc2)C1CC(C)=O (centres undefined)	?
COc1ccc(C(=O)NCc2nc(-c3cccc(NC(=O)c4ccc(C)s4)c3)oc2C)cc1	15µM*
COc1ccc(CN2CCCC(C(=O)N3CCCC3)C2)c(OC)c1OC (centres undefined)	-7%
NC(=N\N=Cc1ccccc1)/C(N)=N/N=Cc1ccccc1	-6%

Overlap with the part before: 2 entries, followed by the next part.
SMILES	DT40 TDP1 no CPT
COc1ccc(CN2CCCC(C(=O)N3CCCC3)C2)c(OC)c1OC (centres undefined)	-7%
NC(=N\N=Cc1ccccc1)/C(N)=N/N=Cc1ccccc1	-6%
Cc1cc(Oc2ccc(Cl)cc2Cl)nc(C#N)n1	18µM*
CCOC(=O)CSc1nc2nc(Cl)c(Cl)nc2[nH]1	?
COCCNC(=O)C1(C)CCCN(C(=O)c2cc(F)ccc2C)C1 (centres undefined)	3%
COCCNC(=O)C1(C)CCCN(Cc2ccc(OC)cc2)C1 (centres undefined)	-11%
COc1cc(C(=O)NC(=S)Nc2ccc3ccccc3c2)cc(OC)c1OC	23µM*
O=C1COc2ccc(-c3csc(-c4ccc(F)cc4)n3)cc2N1	-11%
CC1(C(=O)Nc2ccc3c(c2)OCO3)Cc2c(-c3ccccc3)ccnc2O1 (centres undefined)	?
CC(C)COC(=O)N1CCCCC1c1cc(C(=O)NCc2cccnc2)no1 (centres undefined)	-29%
Cc1c2cnccc2c(C)c2c1oc1ccccc12	23µM*
COCCN1C(=O)c2ccccc2C1c1nnnn1C(C)C (centres undefined)	0%
COc1ccc(-c2nnc(-c3ccc4ccccc4c3)o2)cc1	-22%
O=c1[nH][nH]c2c1C(C1CCCCC1)OC(C1CCCCC1)C2 (centres undefined)	?
COc1ccc(CNC(=O)/C=C/[C@H]2O[C@@H](n3cnc4c(NC(=O)c5ccccc5)ncnc43)[C@H](O)[C@@H]2O)cc1	0%
O=C(Cc1ccc(NC(=O)C2CCN(C(=O)C3CCCC3)CC2)cc1)Nc1ccc(C(=O)N2CCOCC2)cc1	-19%
Cc1cccc(C)c1NC(=O)C1(C)CN(S(C)(=O)=O)CC(=O)N1CCc1ccccc1F (centres undefined)	13%
COc1cccc(-c2cnc3c(NC=O)cc(-c4cccc(NC(C)=O)c4)cn23)c1	21µM*
COc1cc(OC)c(/C=C/c2nccc3ccccc23)c(OC)c1	0.1µM*
Cc1nnc2n(C)c(=O)c3c4c(sc3n12)COC(C)(C)C4	-17%
Cc1cnc(C)c(-c2ccc3c(c2)CC(CNC(=O)Cc2c(C)[nH]c4ccccc24)O3)n1 (centres undefined)	0.92µM*
O=C(Nc1ccc(N2CCOCC2)cc1)c1cccc2c(-c3ccc(F)c(F)c3)coc12	?

Part of the list above, bar-delimited:
SMILES | DT40 TDP1 no CPT
CCOC(=O)CSc1nc2nc(Cl)c(Cl)nc2[nH]1 | ?
COCCNC(=O)C1(C)CCCN(C(=O)c2cc(F)ccc2C)C1 (centres undefined) | 3%
COCCNC(=O)C1(C)CCCN(Cc2ccc(OC)cc2)C1 (centres undefined) | -11%
COc1cc(C(=O)NC(=S)Nc2ccc3ccccc3c2)cc(OC)c1OC | 23µM*
O=C1COc2ccc(-c3csc(-c4ccc(F)cc4)n3)cc2N1 | -11%
CC1(C(=O)Nc2ccc3c(c2)OCO3)Cc2c(-c3ccccc3)ccnc2O1 (centres undefined) | ?
CC(C)COC(=O)N1CCCCC1c1cc(C(=O)NCc2cccnc2)no1 (centres undefined) | -29%

Other compounds follow.
SMILES	DT40 TDP1 no CPT
COc1cc(-c2cc(C(=O)O)c3cc4ccccc4cc3n2)cc(OC)c1OC	3%
O=C(NCc1ccccc1)C(c1ccccc1F)n1c(=O)c(-c2ccccc2)nc2ccccc21 (centres undefined)	?
COCOCCn1cc(CN2CCS(=O)(=O)N(Cc3ccc(-c4ccc(Cl)nc4)cc3)C(CC(C)C)C2=O)nn1 (centres undefined)	?
CCCCCNC(=O)C(c1cccc2ccccc12)n1c(=O)c(-c2cc3ccccc3[nH]2)nc2ccccc21 (centres undefined)	?
CC(=O)C1=CCC(c2ccc(Cl)cc2)N(S(=O)(=O)c2ccccc2C)C1 (centres undefined)	23µM*
CCCCC(=O)N(C)c1c(C)nc2ccc(C(=O)N(CC)CCN(C)C)cn12	5%
CCCOC(=O)CSc1nc(N)c(C#N)c(-c2ccco2)c1C#N	-27%
CCCCn1nnnc1C1(C)CCC(=O)N1CCOC (centres undefined)	-12%
CC1(C(=O)Nc2cccc(NS(C)(=O)=O)c2)Cc2c(-c3ccc(C(N)=O)cc3)ccnc2O1 (centres undefined)	-5%
NC(c1ccc(F)c(F)c1)c1nc(-c2cc(F)cc(F)c2)cs1 (centres undefined)	?
OC[C@@H]1CN(Cc2cccs2)C[C@H](n2cnc3c(NC4CCCC4)ncnc32)O1	?
COc1ccccc1S(=O)(=O)N(C)C[C@H]1OCc2cn(nn2)CCCC(=O)N([C@H](C)CO)C[C@@H]1C	3%
CCC1(c2ccccc2)NC(=O)N(CC(=O)Nc2ccc3c(c2)CCC3)C1=O (centres undefined)	?
CCOC(=O)N(C)c1c(CC)nc2c(OCCC3CCCCC3)cccn12	16µM*
Cc1ccccc1NS(=O)(=O)c1ccc(S(=O)(=O)N2CCCC2)cc1	?
COCCNc1ncnc2c1ncn2[C@H]1CN(Cc2ccc(OC)cc2)C[C@@H](CO)O1	-11%
CCc1nc2ccc(C(=O)N3CCN(C(=O)c4ccco4)CC3)cn2c1N(C)Cc1nccs1	-13%
O=c1c2sc3nc(N4CCOCC4)c4c(c3c2ncn1C(c1ccccc1)c1ccccc1)CCCC4	?
CCCC(=O)N1CCC1(C)C(=O)Nc1ccc(-n2cncn2)cc1 (centres undefined)	-3%
CC1(C(=O)NS(=O)(=O)Cc2ccccc2C(F)(F)F)CCN1C(=O)C/C=C/c1ccccc1 (centres undefined)	23µM*
COc1ccccc1-c1noc(CCC(=O)Nc2cccnc2)n1	?
COc1cc2nc(NC3CCN(Cc4ccccc4)CC3)nc(N3CCCN(C)CC3)c2cc1OC	5µM*
Cc1c(NC(=O)COC(=O)c2cccc(F)c2)c(=O)n(-c2ccccc2)n1C	7%
O=C(c1cc2ccccc2[nH]1)N1O[C@@H]2C=C[C@H]1C2	-21%
Cc1occc1C(=O)Nc1cccc(-c2nc(CNC(=O)c3cc(-c4ccccc4)n[nH]3)c(C)o2)c1	?
COc1ccc(-c2cnc3c(NC(C)=O)cc(-c4cccc(C(=O)NCCO)c4)cn23)cc1OC	21µM*
CN(C)c1ccc(C2=Cc3ccccc3C2)cc1	?
CCNC(=O)C1(C)CCCN(C(=O)c2ccc(OC)c(F)c2)C1 (centres undefined)	-4%
COc1ccccc1Cc1c(C2CCCCC2)nc2cc(C)c(Br)c(C)n12	-28%
O=C(Nc1ccc2c(c1)CN(C(=O)Nc1ccc(F)cc1)CC2)c1ccccn1	4.1µM*
CC(=O)C1CCC2C3CC(C)C4=CC(=O)CCC4(C)C3C(=O)CC12C (centres undefined)	?
Cc1ccc(S(=O)(=O)NC(=O)C2(C)CCN2C(=O)c2ccccc2CCc2ccccc2)cc1 (centres undefined)	-3%
CCOC(=O)C1CCN(C(=O)c2ccccc2)C(CC)C1=O (centres undefined)	?
CN(Cc1ccc(Cl)cc1)C(C(=O)NC1CCCCC1)c1ccnc2ccccc12 (centres undefined)	?
Nc1c(N(CCC2=CCCCC2)C(=O)COc2ccc(F)cc2Cl)c(=O)[nH]c(=O)n1Cc1ccccc1	6.5µM*
Cc1ccc2oc(-c3ccc(C)c(NC(=O)COc4ccc(Cl)cc4C)c3)nc2c1	-11%
COc1ccc(-c2csc(C(C)(O)c3cccc(F)c3)n2)cc1OC (centres undefined)	15µM*
Cc1cc(C)c(CN2CCN(CCCn3cnc(C(=O)Nc4ccc(C)c(C)c4)n3)CC2)c(C)c1	15µM*
O=C1CC[C@@H](C(=O)NCC2Cc3cc(Cl)cc(-c4ccc5[nH]ccc5c4)c3O2)N1 (some centres undefined)	-25%
COc1cccc(CN2CCCC(c3nc(-c4ccncc4)ncc3-c3ccccc3C)C2)c1O (centres undefined)	-32%
CCOC(=O)C1=C[C@@H](C2CCCCC2)N(S(=O)(=O)c2ccc([N+](=O)[O-])cc2)[C@H]1c1ccccc1	?
CCOC(=O)C(Cc1nc(OCc2ccccc2)cc(OCc2ccccc2)n1)=NO	?
CCCN(CC(=O)Nc1ccc(F)c(F)c1F)C(=O)Cc1ccc(OC)c(S(=O)(=O)N2CCOCC2)c1	?
CN(CCO)c1cccc2c1S(=O)(=O)N[C@@H](Cc1ccccc1)CO2	?
CCCC(C)(C)C(=O)N1CCC1(C)C(=O)Nc1ccc(OC)c(OC)c1 (centres undefined)	?
CC(C)Cc1cc(C(=O)NCC2Cc3cc(F)cc(-c4ccccn4)c3O2)no1 (centres undefined)	-5%

The list is partial; rates above refer to the full screens.
